# Compound activity: PubChem BioAssay, National Center for Advancing Translational Sciences (NCATS)
# Vif-A3G inh = blocks the Vif interaction with human APOBEC3G | Potency, µM (series often up to 46.1 µM), for inactives: at the highest dose activity, negative = active, most hits filed as inhibitors | HeLa A3G-eYFP + Vif (tagged APOBEC3G with the HIV-1 protein that degrades it), YFP fluorescence, overnight | 410,000 tested, 0.076% active | Q9HC16;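 note: potency is the fitted concentration of half-maximal effect; % is set by controls: 0 for no effect and ±100 for the full control effect; nearly all actives have a fitted effect of over 60% in size; hits raise eYFP signal because A3G escapes Vif-driven loss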
# Target sequence (Q9HC16 whole entry, looked up): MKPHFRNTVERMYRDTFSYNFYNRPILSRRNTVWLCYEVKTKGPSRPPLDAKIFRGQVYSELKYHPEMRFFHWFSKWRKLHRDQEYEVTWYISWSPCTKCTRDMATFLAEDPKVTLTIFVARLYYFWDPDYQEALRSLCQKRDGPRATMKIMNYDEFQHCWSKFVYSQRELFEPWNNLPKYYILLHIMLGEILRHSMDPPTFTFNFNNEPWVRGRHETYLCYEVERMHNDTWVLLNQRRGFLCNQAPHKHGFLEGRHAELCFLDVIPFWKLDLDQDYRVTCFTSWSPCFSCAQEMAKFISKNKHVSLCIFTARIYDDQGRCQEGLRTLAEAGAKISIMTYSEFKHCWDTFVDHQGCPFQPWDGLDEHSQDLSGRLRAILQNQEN
#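 HeLa cells stably expressing Vif and C-terminally eYFP-tagged A3G, seeded overnight at 37 deg C, then exposed to compound by pintool overnight at 37 deg C. Rise in yellow fluorescence (Ex 488/Em 500-530, Acumen) marks blocked Vif-driven A3G degradation.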
# rTrxR1 inhibitor = blocks rat thioredoxin reductase 1; O89049; recombinant rTrxR1, NADPH fluorescence consumption, selenite substrate; Potency, µM (series often up to 114 µM), without a hit: at the highest dose activity change, negative = inhibition, actives largely listed as inhibitors; 390,000 tested, 1% active; AID 588453; note: potency is the fitted concentration of half-maximal effect; % is set by controls: 0 for no effect and ±100 for the full control effect; nearly all actives have a fitted effect of over 65% in size
#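 Rat TrxR1 (90 nM in the dispensed reagent) was pre-reduced with 400 uM NADPH for 5 min at room temperature, then incubated with compound for 15 min. After 400 uM selenite was added, NADPH fluorescence (Ex 340/Em 450 nm) was followed for 8 min.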
# RGS4 inh = blocks human RGS4-accelerated GTP hydrolysis; Transcreener GDP fluorescence polarization, RGS4-accelerated GTP hydrolysis; AID 504845; 390,000 tested, 0.039% active; P49798; Potency, µM (top dose mostly 114 µM), inactives show at the highest dose activity change, negative = inhibition, most hits filed as inhibitors; note: potency is the fitted concentration of half-maximal effect; % is set by controls: 0 for no effect and ±100 for the full control effect; nearly all actives have a fitted effect of over 75% in size; some results filed as inactive show a strong effect at the top dose
# Target sequence (P49798 whole entry, looked up): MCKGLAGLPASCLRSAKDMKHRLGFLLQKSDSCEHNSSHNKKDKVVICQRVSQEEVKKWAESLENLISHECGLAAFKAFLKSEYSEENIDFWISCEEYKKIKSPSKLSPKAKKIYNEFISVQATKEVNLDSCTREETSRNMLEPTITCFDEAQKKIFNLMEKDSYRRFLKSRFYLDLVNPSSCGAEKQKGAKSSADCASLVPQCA
#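 MLSMR compounds (23 nl, pin-transferred) preincubated 10 min at room temperature with a 500nM (2x) first reagent, then RGS4 at 900nM (2x) plus Transcreener GDP mix added; fluorescence polarization (620/688 nm) read before and after 90 min at 30 °C.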
# USP1 inh = USP1/UAF1 (human) deubiquitinase inhibition; O94782; recombinant USP1/UAF1, Ub-Rhodamine cleavage fluorescence; Potency, µM (series often up to 57.1 µM), for the others: top-dose activity change, negative = inhibition, usual class: inhibitors; 390,000 tested, 0.23% active; AID 743255; note: potency is the fitted concentration of half-maximal effect; % is set by controls: 0 for no effect and ±100 for the full control effect; nearly all actives have a fitted effect of over 60% in size; inactives centre near -12
#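 USP1/UAF1 complex at 1 nM was preincubated with compound for 15 min at room temperature, then Ub-Rho substrate (150nM final) was added. Fluorescence (480/540 nm) was read kinetically, 6 reads every 60 seconds.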
# LDHA block = LDHA (human) enzyme inhibition; P00338; purified LDHA, NADH/diaphorase-resazurin fluorescence; stronger effect = lower value; activity change, % (values are at about 110 or 230 µM); 480,000 tested, 0.15% active; in the data active = activity change below about -30%; inconclusive = mostly about -25% to -30%;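 note: plate controls were DMSO wells for no effect and wells without enzyme for full effect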
#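 Remaining NADH was detected by diaphorase (0.133 mg/mL) converting 37 µM resazurin to fluorescent resorufin, read at 0 and 20 minutes. The preceding 5-minute room-temperature reaction used 2 nM LDHA, 0.2 mM sodium pyruvate and 0.06 mM NADH at pH 7.4.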
# Vif-A3F inh = inhibitors of Vif-A3F interaction. HeLa A3F-eYFP + Vif (tagged APOBEC3F with the HIV-1 protein that degrades it), YFP fluorescence increase. Potency, µM (series often up to 46.1 µM), inactives show top-dose activity, negative = active. 390,000 tested, 0.2% active; note: potency is the fitted concentration of half-maximal effect; % of control where 0% means no effect; nearly all actives have a fitted effect of over 65% in size
#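 Fluorescence increase (Ex 488/Em 500-530) after overnight compound treatment at 37 deg C flags inhibition of Vif-driven A3F-eYFP loss in stable HeLa A3F-eYFP/Vif cells seeded overnight beforehand.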
# TrxR1 substrate = is turned over as a substrate by rat TrxR1; purified TrxR1 substrate turnover, NADPH consumption readout; Potency, µM (series often up to 114 µM), without a hit: at the highest dose activity change, negative = substrate turnover; 390,000 tested, 0.01% active; note: potency is the fitted concentration of half-maximal effect; % is set by controls: 0 for no effect and ±100 for the full control effect; nearly all actives have a fitted effect of over 50% in size
#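 Rat TrxR1, dispensed at 90 nM, was prereduced with 400 uM NADPH (final) for 5 min at ~22 deg C, then incubated with compound 15 min before 400 uM selenite. A first-read NADPH fluorescence drop versus no-compound background flagged substrates.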
# IDH1 R132H inh = blocks human mutant IDH1 R132H enzyme; 390,000 tested, 0.093% active; O75874; Potency, µM (series often up to 76.6 µM), inactives show at the highest dose activity change, negative = inhibition, usual class: inhibitors; IDH1-R132H enzyme, NADPH consumption, diaphorase/resazurin fluorescence; AID 602179; note: potency is the fitted concentration of half-maximal effect; % is set by controls: 0 for no effect and ±100 for the full control effect; nearly all actives have a fitted effect of over 65% in size
# Target sequence (O75874 whole entry R132H, stated change not applied): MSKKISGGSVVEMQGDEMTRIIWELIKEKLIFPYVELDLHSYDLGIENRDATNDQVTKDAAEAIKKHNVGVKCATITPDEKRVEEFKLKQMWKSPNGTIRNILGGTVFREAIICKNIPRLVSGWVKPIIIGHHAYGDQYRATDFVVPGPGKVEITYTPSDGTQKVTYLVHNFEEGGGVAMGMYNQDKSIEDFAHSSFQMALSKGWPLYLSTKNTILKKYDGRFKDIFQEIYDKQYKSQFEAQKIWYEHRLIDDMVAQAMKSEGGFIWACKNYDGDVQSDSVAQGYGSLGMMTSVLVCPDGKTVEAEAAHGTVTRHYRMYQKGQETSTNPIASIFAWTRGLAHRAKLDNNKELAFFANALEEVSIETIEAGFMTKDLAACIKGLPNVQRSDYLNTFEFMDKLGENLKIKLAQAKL
#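 IDH1-R132H (0.5 ug/mL) preincubated 30 min with compound, then NADPH (0.016 mM) and alpha-KG (2 mM) added; 80 min at RT, pH 7.5. Remaining NADPH coupled via diaphorase/resazurin to fluorescence (540/590 nm); concentration-response curves normalized to no-enzyme control.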
# Glioma ERSR ind = ER stress response induction in glioma; U87-MG GRP78 promoter luciferase reporter, 16 h; Potency, µM, for inactives: top-dose activation, usual class: activators; 420,000 tested, 0.02% active; AID 602332; note: potency is the fitted concentration of half-maximal effect; series mostly up to about 76 µM; % of control where 0% means no effect; nearly all actives have a fitted effect of over 35% in size
#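 Stably transfected U87-MG human glioma cells carrying a GRP78-based luminescent sensor were seeded at 1000 cells/well, pin-dosed with compounds and incubated 16 h. Luciferase reagent was then added, and end-point luminescence was read after 10 min at room temperature.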
# * = called active by the depositor; ? = inconclusive; . = no result given; [ ] = remark or other dose. Unless noted, calls come from the whole dose curve; as a rule, active = well fitted curve in the direction sought with a large enough effect; inconclusive = small, poorly fitted or top-dose-only effect, or another doubt; inactive = no such curve, though single readings can be large; an effect the other way counts as inactive or inconclusive.
SMILES,Vif-A3G inh,rTrxR1 inhibitor,RGS4 inh,USP1 inh,LDHA block,Vif-A3F inh,TrxR1 substrate,IDH1 R132H inh,Glioma ERSR ind
CC1CCc2[nH]c3ccc(C(=O)O)cc3c2C1 (stereo unspecified),-1%,16%,16%,-17%,0,1%,6%,0%,-1%
O=C(CNC1=NCCS1)c1c[nH]c2ccccc12,1%,1%,.,.,10,.,-1%,.,-2%
O=C(NCc1cccnc1)c1ccc(S(=O)(=O)N2CCCCCC2)cc1,0%,33%[57.1 µM],4%,-7%,-6,5%,9%[57.1 µM],-3%,3%
CN(C(=O)CC1C(=O)NCCN1Cc1ccc(F)c(F)c1)C1CCOCC1 (stereo unspecified),3%,0%[57.1 µM],14%,-30%,2,4%,2%[57.1 µM],0%,-5%
C=CCn1cc(C(C)=O)c(=O)[nH]c1=O,1%,23%[57.1 µM],3%,-22%,-4,10%,5%[57.1 µM],8%,-1%
CN1OC[C@@H]2CN(S(=O)(=O)c3cccc4ccccc34)[C@H](c3ccc(-c4ccccc4)cc3)C[C@@H]21,1%,.,.,-25%,-30*,-13%,.,-12%,-4%
Cc1cc(Cl)ccc1OCC(=O)OCC(=O)Nc1ccc(Cl)cn1,0%,.,.,-12%,-1,-8%,.,-4%,-3%
CC(C)CNC(=O)c1ccccc1NC(=O)/C=C/c1cccc([N+](=O)[O-])c1,2%,5%,4%,-13%,-4,-7%,-2%,4%,-3%
CCN(CC)C(=O)C1CCCN(c2ncnc3c2cnn3-c2cccc(C)c2)C1 (stereo unspecified),1%,-15%,6%,-13%,2,9%,-14%,6%,-13%
CS(=O)(=O)N(Cc1ccccc1)c1ccc(C(=O)NCc2cccnc2)cc1,0%,14%[57.1 µM],-3%,-16%,-5,-2%,9%[57.1 µM],-5%,-5%
CCc1ccc(NC(=O)c2sc3nc(C)cc(C)c3c2NC(=O)c2ccccc2)cc1,2%,15%,12%,-11%,0,-1%,0%,-14%,-1%
CCc1cccc(NC(=O)CN2Cc3ccccc3C2=O)c1,1%,-2%,-13%,-5%,2,-1%,-3%,7%,-2%
COc1ccc(Br)cc1CN1CCN(Cc2c[nH]c3ccccc23)CC1,-8%,14%[57.1 µM],-26%,-18%,-17,9%,-20%[57.1 µM],9%,-10%
O=C(O)CCCC(=O)OCCc1cc2ccccc2c(=O)o1,1%,-8%[57.1 µM],-6%,-16%,-8,3%,4%[57.1 µM],-3%,-3%
O=C(CSc1cccc(C(F)(F)F)c1)Nc1nnc(C2CC2)s1,0%,3%,-4%,-18%,-1,-14%,-2%,0%,-4%
COC(=O)/C=C1\N/C(=N\c2nc(C)cc(C)n2)N(c2ccccc2)C1=O,-6%,9%[57.1 µM],-8%,-10%,-4,8%,7%[57.1 µM],-1%,-5%
O=C(C1CCN(c2nnc(-n3cccc3)s2)CC1)N1CCOCC1,2%,30%,-5%,4%,-5,4%,8%,-3%,-2%
Cc1csc(NC(=O)Cc2ccc(Br)cc2)n1,-2%,-2%[57.1 µM],16%,-13%,-10,4%,1%[57.1 µM],8%,2%
O=C(CN1CCN(Cc2ccccc2)CC1)c1ccc(Br)cc1,2%,-7%[57.1 µM],-3%,-8%,2,?,6%,2%,0%
CC1Cc2ccccc2N1c1ncnc2nc[nH]c12 (stereo unspecified),-13%,0%,-24%,-18%,-4,4%,-4%,16%,-7%
CN(CC(=O)Nc1ccc(F)cc1)C(=O)COC(=O)c1nc(Cl)ccc1Cl,-3%,.,.,?,-3,5%,.,0%,-2%
O=C(/C=C/c1cccs1)Nc1ccc(N2CCOCC2)c(S(=O)(=O)Nc2cc(Cl)ccc2Cl)c1,0%,1%,7%,-3%,-6,-17%,-3%,-1%,-3%
CC(OC(=O)c1ccccc1OCCOc1ccccc1)C(=O)Nc1ccc(Br)cc1 (stereo unspecified),-3%,31%,.,.,-6,.,3%,.,3%
O=C(CSc1ccc(-c2cccnc2)nn1)c1ccc([N+](=O)[O-])cc1,-10%,?,-7%,-10%,0,-19%,-22%,-9%,-7%
CCCC(=O)OCc1cnc(C)c2oc(=O)c(C(=O)Nc3ccc(F)cc3C)cc12,-1%,13%[57.1 µM],16%,-13%,-8,-2%,4%[57.1 µM],-1%,-4%
COCC1CCCN(C(=O)c2ccc3oc(Cc4ccc(Cl)cc4)nc3c2)C1 (stereo unspecified),3%,12%,6%,-17%,-9,-2%,1%,-9%,7%
CCn1c(SCc2nc3sc(C(=O)O)c(C)c3c(=O)[nH]2)nc2ccccc21,0%,-15%,-6%,?,-11,-3%,-16%,10%,2%
CCOc1ncccc1C(=O)Nc1ccc2c(c1)OCO2,0%,23%[57.1 µM],10%,-11%,4,-9%,-4%,1%,-6%
CCOC(=O)c1c(C)[nH]c(C)c1C(=O)CSc1nc2ccccc2n1CCOC,-1%,8%,-9%,-18%,-2,1%,3%,2%,-5%
COc1cc(C2C(C#N)=C(N)N(Nc3ccccc3)C3=C2C(=O)CC(C)(C)C3)ccc1OCc1ccccc1 (stereo unspecified),0%,-10%,2%,-5%,-8,12%,-12%,5%,-3%
CC(=O)c1ccc(Sc2ccc(C(C)=O)cc2)cc1,-8%,14%[0.457 µM],12%,-4%,-9,-4%,-8%,1%,5%
CCOc1[nH]n(-c2ccc(Cl)cc2)c(=O)c1C=Nc1ccc(OC)cc1,0%,24%[57.1 µM],15%,-17%,-2,4%,2%[57.1 µM],-2%,7%
C[C@]12CC[C@@H]3c4ccc(O)cc4CC[C@H]3[C@@H]1CC[C@@H]2OC(=O)CCC1CCCC1,-1%,11%,-1%,-30%,-1,10%,4%,3%,3%
CCc1ccc2[nH]c(=O)c(CN(Cc3ccccc3OC)C(=O)Nc3ccccc3OC)cc2c1,-1%,15%,21%,-8%,-4,-5%,-11%,0%,-5%
Cc1ccc(C(=O)NC2CCN(S(=O)(=O)c3ccccc3F)CC2)cc1,-1%,39%,7%,-6%,-7,-7%,12%[57.1 µM],0%,-7%
COc1ccc2sc(N(CCCN(C)C)C(=O)c3ccc(C(=O)c4ccccc4)cc3)nc2c1,1%,7%[57.1 µM],-4%,-3%,-2,2%,6%[57.1 µM],1%,-5%

# Single records (already shown).
# Entry for `CCOc1[nH]n(-c2ccc(Cl)cc2)c(=O)c1C=Nc1ccc(OC)cc1` = Vif-A3G inh: 0%; rTrxR1 inhibitor: 24%[57.1 µM]; RGS4 inh: 15%; USP1 inh: -17%; LDHA block: -2; Vif-A3F inh: 4%; TrxR1 substrate: 2%[57.1 µM]; IDH1 R132H inh: -2%; Glioma ERSR ind: 7%
# Entry for `CCOC(=O)c1c(C)[nH]c(C)c1C(=O)CSc1nc2ccccc2n1CCOC` = Vif-A3G inh: -1%; rTrxR1 inhibitor: 8%; RGS4 inh: -9%; USP1 inh: -18%; LDHA block: -2; Vif-A3F inh: 1%; TrxR1 substrate: 3%; IDH1 R132H inh: 2%; Glioma ERSR ind: -5%

# Later entries.
SMILES,Vif-A3G inh,rTrxR1 inhibitor,RGS4 inh,USP1 inh,LDHA block,Vif-A3F inh,TrxR1 substrate,IDH1 R132H inh,Glioma ERSR ind
C/C(=N/NC(=O)c1ccccn1)c1c[nH]c2ccccc12,2%,?,34%,-19%,-3,-2%,-14%,8%,-1%
CN(C(=S)Oc1ccc(C(=O)Nc2ccccc2)cc1)c1ccccc1,0%,-12%,-10%,-14%,-1,3%,-12%,7%,-2%
COCCN(Cc1cc2ccc(C)cc2n2nnnc12)Cc1nnnn1C(C)(C)C,-2%,16%[57.1 µM],-4%,-15%,3,-14%,-12%,2%,-3%
O=C(Nc1nc(-c2ccc(F)cc2)cs1)c1ccc(N2C(=O)CCC2=O)cc1,0%,29%,-10%,-6%,-2,1%,8%,15%,-6%
COc1ccc(CCC(=O)Nc2ccc(OC)c(S(=O)(=O)N3CCCCC3)c2)cc1OC,3%,4%,8%,-26%,1,3%,-7%,-2%,-4%
CN(CC(=O)Nc1ccccc1Cl)C(=O)COC(=O)c1cc(S(=O)(=O)N(C)C)ccc1N1CCCC1,-1%,-1%,-28%,-8%,2,3%,-6%,3%,-4%
Cc1ccc(S(=O)(=O)N2CCOC2CNC(=O)C(=O)NCCCN2CCOCC2)cc1 (stereo unspecified),0%,12%,27%,-4%,-2,-7%,1%,-8%,-1%
Cc1ccc(S(=O)(=O)NCCC(=O)NCc2ccccn2)cc1,3%,-2%[57.1 µM],12%,-3%,-6,7%,-2%[57.1 µM],-4%,-1%
O=C(Cc1ccsc1-c1ccccc1)NO,-9%,3%,-22%,-23%,-1,-6%,-2%,6%,?
CC(C)CC(NC(=O)OC(C)(C)C)C(=O)NC(C(=O)NC(C)C(N)=O)C(C)C (stereo unspecified),2%,4%[57.1 µM],13%,-5%,1,-10%,4%[57.1 µM],6%,-3%
COc1ccc(NC(=O)C2CCN(C(=O)c3ccc(OC)cc3)CC2)cc1,1%,-11%,-59%[11.4 µM],-6%,-5,4%,-7%,1%,-1%
NNC(=O)c1cccc(COc2ccc(Br)cc2)c1,4%,-1%,-29%,-15%,-5,-20%,3%,7%,-12%
O=C(CSc1nc(-c2ccc(F)cc2)cs1)NCC1CCCO1 (stereo unspecified),0%,-9%[11.4 µM],19%,-15%,-9,11%,-4%[11.4 µM],12%,0%

# Only part of the results is shown (hit frequency here may not be typical).
